# From PubChem
# D2 agonist = HTS Assay for Allosteric Agonists of the Human D2 Dopamine Receptor: Primary Screen for Agonists; D(2) dopamine receptor (Homo sapiens), P14416; HEK293 T-REx D2 cells, calcium flux agonist mode; activation, % at 2 µM; 340,000 compounds, 0.53% hits; AID 485358, 2010;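 active = activation over 3 SD above normal in the single-dose calcium agonist read, cut at about 30% in these data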; note: 0% is about no effect
# Target sequence (P14416 whole entry, looked up): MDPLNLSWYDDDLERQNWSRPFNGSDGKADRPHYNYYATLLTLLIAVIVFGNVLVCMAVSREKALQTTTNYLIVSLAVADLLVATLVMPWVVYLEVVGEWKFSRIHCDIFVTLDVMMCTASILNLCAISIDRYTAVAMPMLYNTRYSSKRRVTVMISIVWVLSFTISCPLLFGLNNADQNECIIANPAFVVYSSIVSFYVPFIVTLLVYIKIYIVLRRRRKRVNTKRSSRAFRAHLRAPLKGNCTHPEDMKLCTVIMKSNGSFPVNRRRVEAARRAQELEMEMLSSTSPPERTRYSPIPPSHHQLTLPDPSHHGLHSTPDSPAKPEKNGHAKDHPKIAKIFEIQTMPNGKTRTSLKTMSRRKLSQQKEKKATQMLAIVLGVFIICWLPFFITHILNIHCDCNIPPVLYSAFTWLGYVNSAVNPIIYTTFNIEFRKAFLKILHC
#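 Agonism scored from kinetic calcium signal (1 read/sec, 180 s) following compound pin transfer, after a 10 s baseline. Cells: HEK293 Trex line expressing inducible D2 receptor coupled to calcium, dye-loaded after overnight culture at 30 C.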
# D2 antagonist = HTS Assay for Allosteric Antagonists of the Human D2 Dopamine Receptor: Primary Screen for Antagonists; D(2) dopamine receptor (Homo sapiens), P14416; HEK293 TREx D2 cells, calcium flux, dopamine EC80; inhibition, % at 10 µM; 340,000 compounds, 2% hits; AID 485344, 2010; in the data active = inhibition above about 30%; note: 0% is about no effect
#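 Compounds are added to dye-loaded, induced HEK293 T-REx cells coupled to calcium release via D2; after a 3 min kinetic read an EC80 dopamine stimulus is given and fluorescence is recorded for 3 more min.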
# D2 PAM = HTS Assay for Positive Allosteric Modulators of the Human D2 Dopamine Receptor: Primary Screen for Potentiators; AID 485347, 2010; 340,000 compounds, 0.34% hits; D(2) dopamine receptor (Homo sapiens), P14416; HEK293 T-REx D2, calcium flux, EC20 dopamine potentiation; potentiation, % at 10 µM;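 active = potentiation over 3 SD above the plate norm, cut at about 30% in these data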; note: 0% is about no effect
#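 Using a no-wash calcium dye in inducible, force-coupled HEK293 Trex cells expressing D2, we tracked fluorescence each second for 180 s after compound, then for 180 s after EC20 dopamine to detect augmented signalling.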
# TRHR ag = qHTS for Small Molecule Agonists and Allosteric Enhancers of Human TRH Receptor: Primary Screen for Agonists. Thyrotropin-releasing hormone receptor (Homo sapiens), P34981. activation, % at 2 µM. TRHR cells, calcium flux fluo-8, FDSS agonist mode. 360,000 compounds, 0.18% hits; note: 0% is about no effect
#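 Steps: seed TRHR cells overnight; add fluo-8 no-wash Ca dye, RT 30 min–1.5 h; record 10 s baseline; pin-transfer compounds; monitor fluorescence 1 cycle/s for the agonist window. Calcium increases flag candidate agonists.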
# D1 potentiator = Potentiators of Human D1 Dopamine Receptor: qHTS. HEK293 TREx D1 cells, calcium flux, dopamine EC20 potentiation. AID 504651, 2011. D(1A) dopamine receptor (Homo sapiens), P21728. potentiation, % at 10 µM. 360,000 compounds, 0.036% hits; in the data active = potentiation above about 30%; note: 0% is about no effect
# Target sequence (P21728 whole entry, looked up): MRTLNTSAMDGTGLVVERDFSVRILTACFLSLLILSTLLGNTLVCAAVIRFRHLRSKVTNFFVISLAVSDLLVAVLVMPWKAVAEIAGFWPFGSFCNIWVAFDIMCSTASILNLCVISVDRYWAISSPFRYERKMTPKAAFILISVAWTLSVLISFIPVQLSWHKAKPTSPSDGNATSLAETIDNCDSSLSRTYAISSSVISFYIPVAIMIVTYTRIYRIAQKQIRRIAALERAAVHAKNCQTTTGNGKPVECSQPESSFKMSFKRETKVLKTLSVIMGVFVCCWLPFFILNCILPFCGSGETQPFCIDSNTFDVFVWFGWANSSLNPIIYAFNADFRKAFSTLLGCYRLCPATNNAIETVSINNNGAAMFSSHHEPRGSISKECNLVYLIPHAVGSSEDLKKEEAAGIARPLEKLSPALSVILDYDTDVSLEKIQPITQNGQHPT
# D1 agonist = Allosteric Agonists of the Human D1 Dopamine Receptor: qHTS. D(1A) dopamine receptor (Homo sapiens), P21728. AID 504660, 2011. activation, % at 2 µM. 360,000 compounds, 1% hits. HEK293 T-REx D1 cells, calcium flux, agonist mode; note: 0% is about no effect
#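 Inducible HEK293 T-REx D1 cells, force-coupled to calcium signalling, were plated at 4000 cells/well with tetracycline and held overnight at 30 C. After no-wash calcium dye loading, compound-evoked calcium rise over 180 s flagged agonists.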
# TRHR PAM = qHTS for Small Molecule Agonists and Allosteric Enhancers of Human TRH Receptor: Primary Screen for Enhancers. enhancement, % at 2 µM. TRHR cells, fluo-8 calcium fluorescence, EC20 TRH enhancement. 360,000 compounds, 0.66% hits. AID 493056, 2011; in the data active = enhancement above about 30%; note: 0% is about no effect
#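 TRHR-expressing cells loaded with fluo-8 calcium dye were read kinetically (ex 480/em 530) during compound addition, then stimulated with an EC20 of TRH (10 nM final). Enhancement of the Gq-mediated intracellular calcium response was scored.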
# D1 antag = Antagonist of Human D 1 Dopamine Receptor: qHTS; AID 504652, 2011; 360,000 compounds, 3.2% hits; HEK293 TREx D1 cells, calcium flux, dopamine EC80; active compounds read low; activity change, negative = inhibition, % at 10 µM; D(1A) dopamine receptor (Homo sapiens), P21728; in the data active = activity change below about -30%; note: % is set by controls: 0 for no effect and ±100 for the full control effect
#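 Kinetic fluorescence of a calcium dye serves as the read-out. D1-expressing Hek293 Trex cells, induced overnight at 30 C, are exposed to compound for 180 s before an EC80 dopamine addition, then read 180 s further.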
# RXFP1 antagonist = qHTS Assay for Antagonists of the Relaxin Receptor RXFP1; activity change, negative = inhibition, % at 57.5 µM; 350,000 compounds, 0.59% hits; HEK293-RXFP1, relaxin-stimulated cAMP HTRF, 30 min; active compounds read low; AID 1259400, 2018; Relaxin receptor 1 (Homo sapiens), Q9HBX9;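 active = activity change of -60% or lower, but not beyond a set lower limit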; note: % is set by controls: 0 for no effect and ±100 for the full control effect
# Numbers without * were called inactive; . = no result given; & = joins results of further samples. Cut-off read from the data, not from the text of the source, unless noted: active = activation above about 30%; inactive = the rest. This is a random part of the collection; any-hit rate near 7.3%.
# The first 9 records as a preview:
SMILES,D2 agonist,D2 antagonist,D2 PAM,TRHR ag,D1 potentiator,D1 agonist,TRHR PAM,D1 antag,RXFP1 antagonist
CN(C)c1ccc(C(=O)c2ccccc2)cc1,-0.5,10.1,-2.0,-0.6,-1.4,-0.3,-4.6,-6.4,-0.3
CCN1c2ccccc2-c2nc3ccccc3n2C1c1cccs1 (stereo not drawn),-1.6,0.4,8.9,-0.9,-3.1,0.1,-4.2,3.3,-5.0
CCc1ccc(NC(=O)CSc2nnc(-c3n[nH]c4ccccc34)n2-c2ccccc2)cc1,-0.2,-8.7,15.2,0.3,-6.6,0.7,-3.2,3.8,5.4
CCOC(=O)c1ccc(CN(Cc2ccc(F)cc2)S(=O)(=O)c2ccc(F)cc2)cc1,-0.2,.,-1.4,2.1,-0.9,26.9,-7.1,-24.9,-15.7
O=C(CSc1nc2ccccc2[nH]1)NCc1ccccc1,0.0,12.9,4.4,-0.5,1.4,11.3,6.0,3.3,11.1
Cc1cc(C[n+]2ncsc2N)c2ncccc2c1,0.9,0.0,-1.5,0.4,-6.4,1.0,-3.9,0.1,15.2
CC(c1ccccc1)N1CCn2c(nc3cc(NC(=O)NC4CCCCC4)ccc32)C1 (stereo not drawn),-1.1,-22.4,0.7,-0.3,3.9,0.8,12.0,19.0,9.5
CCC(CC)=C(C#N)C(=O)NC1CCCCC1,1.5,9.8,-4.6,0.3,-6.5,0.1,-3.6,0.4,4.7
CC(=O)Nc1sc2c(c1CN1CCN(c3ccccn3)CC1)CCCC2,16.1,-9.7,-24.1,0.0,-5.0,1.8,-6.7,-3.2,-10.0

# All compounds of this part (from the top)
SMILES,D2 agonist,D2 antagonist,D2 PAM,TRHR ag,D1 potentiator,D1 agonist,TRHR PAM,D1 antag,RXFP1 antagonist
CN(C)c1ccc(C(=O)c2ccccc2)cc1,-0.5,10.1,-2.0,-0.6,-1.4,-0.3,-4.6,-6.4,-0.3
CCN1c2ccccc2-c2nc3ccccc3n2C1c1cccs1 (stereo not drawn),-1.6,0.4,8.9,-0.9,-3.1,0.1,-4.2,3.3,-5.0
CCc1ccc(NC(=O)CSc2nnc(-c3n[nH]c4ccccc34)n2-c2ccccc2)cc1,-0.2,-8.7,15.2,0.3,-6.6,0.7,-3.2,3.8,5.4
CCOC(=O)c1ccc(CN(Cc2ccc(F)cc2)S(=O)(=O)c2ccc(F)cc2)cc1,-0.2,.,-1.4,2.1,-0.9,26.9,-7.1,-24.9,-15.7
O=C(CSc1nc2ccccc2[nH]1)NCc1ccccc1,0.0,12.9,4.4,-0.5,1.4,11.3,6.0,3.3,11.1
Cc1cc(C[n+]2ncsc2N)c2ncccc2c1,0.9,0.0,-1.5,0.4,-6.4,1.0,-3.9,0.1,15.2
CC(c1ccccc1)N1CCn2c(nc3cc(NC(=O)NC4CCCCC4)ccc32)C1 (stereo not drawn),-1.1,-22.4,0.7,-0.3,3.9,0.8,12.0,19.0,9.5
CCC(CC)=C(C#N)C(=O)NC1CCCCC1,1.5,9.8,-4.6,0.3,-6.5,0.1,-3.6,0.4,4.7
CC(=O)Nc1sc2c(c1CN1CCN(c3ccccn3)CC1)CCCC2,16.1,-9.7,-24.1,0.0,-5.0,1.8,-6.7,-3.2,-10.0
Cc1ccc(S(=O)(=O)N2CC(=O)Nc3ccccc32)cc1,1.7,-7.8,0.3,0.5,-4.7,4.5,-1.0,7.1,13.6
O=C(CN1C(=O)CSC1=O)Nc1ccc2c(c1)OCCO2,-0.3,5.9,3.6,-0.1,-4.8,0.6,10.1,5.1,-6.7
O=C(O)CSCC(=O)NCc1c(Cl)cccc1Oc1ccccc1,0.5,-7.3,-5.8,-0.2,2.9,1.3,1.9,5.3,-2.1
O=C(NCc1cccnc1)C1CC(=O)N(C2CCCCC2)C1 (stereo not drawn),0.3,19.8,-5.3,0.9,0.2,0.9,-2.8,-13.4,-7.0
Nc1n[nH]c(N)c1N=Nc1ccc2c(c1)OCO2,.,.,-3.7,0.1,-4.7,1.2,7.7,10.2,1.2
O=S(=O)(N/N=C1\CC(c2ccccc2)Oc2ccccc21)c1ccccc1 (stereo not drawn),0.4,-7.7,-5.2,-0.1,-1.7,1.9,-7.1,9.4,4.6
Cc1ccccc1N1CC(=O)N(c2ccccc2C)CC1=O,-0.5,-0.3,-1.9,0.4,17.4,4.6,6.0,10.5,-1.9
OC(CN1CCOCC1)(c1ccccc1)c1ccccn1 (stereo not drawn),0.5,-5.1,0.8,-0.2,-6.1,2.2,4.0,-10.7,4.4
Cc1ccc(S(=O)(=O)Cc2ccc(C(=O)N3CCN(c4cccc(Cl)c4)CC3)o2)cc1,0.5,.,-6.0,0.5,3.4,3.3,-1.8,-0.3,.
COc1ccc(C2=NOC(C(=O)Nc3ccc4c(c3)OCCO4)C2)cc1OC (stereo not drawn),0.5,-9.4,-10.0,-0.4,-4.8,2.8,-0.3,3.9,1.2
COc1ccc2oc(C(=O)N(C)Cc3ccc(OC(F)F)cc3)c(C)c2c1,-0.9,-8.4,-7.2,0.1,-9.5,8.0,-0.2,-14.4,-7.6
COC(=O)c1ccc(OC(C)C(=O)c2ccc(C)cc2)cc1 (stereo not drawn),1.7,4.8,15.0,0.2,5.5,2.5,1.6,-3.5,-0.2
CCn1c(=O)c(=O)[nH]c2cc(C(=O)N3CCN(c4ccccc4F)CC3)ccc21,0.5,27.8,.,-1.9,-1.4,0.8,-2.8,-0.9,-8.6
CC(C)Cc1nnc(NC(=O)CN2C(=O)c3ccccc3C2=O)s1,0.5,8.9,16.8,0.4,-2.1,0.8,1.8,-18.1,-1.8
CCOc1ccc(N(CC(=O)Nc2cc(OC)cc(OC)c2)S(=O)(=O)c2c(C)[nH]c(=O)[nH]c2=O)cc1,0.2&-1.0,-20.1,8.7&0.2,1.0&0.4,4.6&-2.5,4.0&0.5,10.7&-2.7,0.3&-5.1,1.0&-8.3
CNC(=O)c1cnc2sc(N3CCCCCC3)nn2c1=O,-0.3,.,1.1,-0.6,-0.1,2.0,-4.4,-6.0,-4.4
# (more compounds)
SMILES,D2 agonist,D2 antagonist,D2 PAM,TRHR ag,D1 potentiator,D1 agonist,TRHR PAM,D1 antag,RXFP1 antagonist
COc1ccc(-c2ccc(CCC(=O)O)n2CC(C)C)cc1,0.3,-28.9,2.8,-0.5,-5.3,8.9,2.4,-0.9,-1.2
O=C(Nc1cccc(S(=O)(=O)Nc2ccc(Cl)cc2)c1)c1cc2c(s1)CCCC2,0.7,-17.7,4.5,0.4,-3.2,6.3,-3.1,-14.5,-11.4
COC(=O)c1c(C)[nH]c(C(=O)C(C)OC(=O)c2cnc(C)cn2)c1C (stereo not drawn),-0.5,7.3,-3.9,1.6,0.6,1.2,0.6,0.3,-5.6
CC(C)n1ncc2c(C(=O)Nc3cccc(C#N)c3)cc(C3CC3)nc21,0.8,-12.4,-15.4,0.1,-8.4,5.0,-9.1,-26.9,-33.6
Cc1cc(C(=O)CSc2nnc(NCc3ccccc3)s2)c(C)n1C,-0.9,-23.0,-2.6,-1.8,4.6,1.1,3.5,-5.0,2.2
CCN(CCCNC(=O)c1c(C)cc(=O)oc1C)c1cccc(C)c1,1.3,10.1,-3.0,-1.1,1.4,6.4,3.0,3.8,0.2
CC(C)(C)OC(=O)N1CCN(CCNC(=O)c2ccccc2)CC1,0.1,4.8,-15.4,-0.9,-2.6,5.1,-4.0,9.5,3.2
Cc1ccc(S(=O)(=O)NCc2cn3ccsc3n2)c(C)c1,-0.8,18.0,4.8,-1.1,-3.1,4.4,-3.6,2.3,-8.9
Cc1cc(OC(C)C(=O)NCCN2CCOCC2)c2c(C)c(C)c(=O)oc2c1 (stereo not drawn),0.3,-8.5,21.3,0.4,2.0,3.9,5.5,-9.1,25.6
CCOc1ccc(NC(=O)C2CCCN(S(C)(=O)=O)C2)cc1 (stereo not drawn),1.3,-14.7,-3.5,-0.1,-1.3,0.4,-0.3,3.8,10.1
c1nc2ccc(Cc3ccc4nc[nH]c4c3)cc2[nH]1,-0.8,24.7,6.2,-0.2,-4.1,4.2,-0.3,-10.2,8.7
CCOc1nc(NCCN2CCOCC2)nc(Nc2ccc(C)cc2)n1,0.4,-17.7,14.5,0.8,-11.8,0.7,-4.9,5.3,0.3
O=C(c1ccc(C(F)(F)F)cc1)N1CCC(=O)N(C(COCc2ccccc2)Cc2ccccc2)CC1 (stereo not drawn),-0.2,-15.9,4.1,-0.4,1.4,23.4,5.6,-3.6,.
O=C(CSc1nnc(COc2ccc(F)cc2)o1)N1c2ccccc2CCc2ccccc21,0.6,-2.5,6.0,-0.3,-5.1,15.7,0.9,-3.9,-11.2
O=C1COc2cc(S(=O)(=O)CCC(=O)N3CCN(c4ccccc4)CC3)c(Cl)cc2N1,0.4,.,-4.9,-0.1,-2.7,-0.8,7.0,1.6,.
CCOc1ccc2nc(NC(=O)CSc3nc4ccccc4c(=O)n3Cc3ccco3)sc2c1,1.5,-20.3,-1.5,0.6,-2.7,2.0,-1.3,8.2,0.0
CCN1CCN(Cc2c(O)ccc3oc(C)c(C(=O)Nc4ccc(OC)cc4)c23)CC1,0.0,.,3.2,0.2,-2.5,4.8,-1.0,-1.5,1.6
O=S(=O)(c1ccccc1)c1nnn2c1nc(NC1CCN(Cc3ccccc3)CC1)c1cc(Cl)ccc12,-0.1,-1.3,16.7,0.8,-9.2,0.3,3.5,10.0,-0.9
Cc1oc2ccc(OC(=O)c3cccs3)cc2c1C(=O)OC(C)C,1.4,-6.7,11.6,1.3,2.8,10.6,2.4,14.9,-29.8
